High-throughput results deposited in PubChem by several laboratories.
MgcRacGAP inhibition = MgcRacGAP GTPase-activating activity inhibitors, confirmation, biochemical, ADP Hunter fluorescence; MgcRacGAP-stimulated Rac1 GTP hydrolysis, ADP Hunter fluorescence; higher % means a stronger effect; GST-tagged Rac1 F28L mutant substrate; one-dose inhibition, % at 30 µM; IC50 in µM for titrated hits; AID 624330; hit rate 0.6% among 340,000;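 active = first-screen hits whose inhibition reached a set limit at any dose in the follow-up dose series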;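 note: fluorescence reports GDP produced by GAP-driven GTP hydrolysis; strong numbers were not always called active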
RSV CPE inhibition = inhibition of RSV-induced cytopathic effect – HEp-2 cells, primary 10 µM value included (AID 2391); CPE inhibition, % at 10 µM; hits with a dose series show IC50 in µM; HEp-2 cells, RSV-induced CPE inhibition; higher % means a stronger effect; hit rate 0.13% among 310,000; in the data active = a potency from the dose series; note: strong numbers were not always called active
SIAH1 antagonists = blockers of Siah-1 interaction with plectin peptide – biochemical, fluorescence polarization, rhodamine-plectin, uHTS, primary screen (AID 1817); Siah-1 / rhodamine-plectin peptide fluorescence polarization; higher % means a stronger effect; hit rate 0.02% among 290,000; displacement, % at 20 µM, or IC50 in µM where a hit was titrated;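 active = displacement of at least 50% at 20 µM, with a fluorescence ratio check between 0.3 and a set limit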;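 note: plate controls were Siah plus tracer with DMSO for no effect and tracer alone without Siah for full effect; strong numbers were not always called active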
NTR1 agonist = agonists of NTR1, primary screen, imaging, U2OS cells, beta-arrestin-GFP, high content (AID 493036) | P30989 | activation, % at 20 µM | hit rate 0.17% among 330,000 | NTR1-U2OS beta-arrestin-GFP spot imaging, agonist mode;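 active = activation at or above 40% of the spot to cytoplasm intensity ratio, with at least 20 cells analyzed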;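 note: 0% = DMSO without peptide and 100% = 100 nM NTR1 peptide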
Target sequence (P30989 whole entry, looked up): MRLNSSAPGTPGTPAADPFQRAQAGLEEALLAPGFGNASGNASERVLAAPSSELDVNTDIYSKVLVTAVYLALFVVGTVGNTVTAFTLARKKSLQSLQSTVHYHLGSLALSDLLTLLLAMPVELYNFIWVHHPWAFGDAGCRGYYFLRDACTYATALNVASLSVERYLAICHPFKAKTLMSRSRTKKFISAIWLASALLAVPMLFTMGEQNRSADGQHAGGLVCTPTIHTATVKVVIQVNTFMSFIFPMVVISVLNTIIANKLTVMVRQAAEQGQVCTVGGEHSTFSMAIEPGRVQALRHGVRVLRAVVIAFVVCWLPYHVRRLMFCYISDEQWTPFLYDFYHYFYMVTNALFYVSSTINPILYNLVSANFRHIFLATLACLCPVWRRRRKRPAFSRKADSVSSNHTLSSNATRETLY
West Nile virus CPE = West Nile virus antiviral activity, cell-based, CPE readout (AID 1621) | West Nile virus-infected cells, CPE inhibition; higher % means a stronger effect | one-dose CPE inhibition, % at 10 µM; IC50 in µM for titrated hits | hit rate 0.02% among 290,000; in the data active = a potency from the dose series; note: strong numbers were not always called active
AID2073 = disruptors of CaV2.2 binding to Mint1 – biochemical, HTRF (AID 2073) | HTRF protein-protein interaction, Mint1-CaV2.2; higher % means a stronger effect | inhibition, % at 20 µM; hits with a dose series show IC50 in µM | hit rate 0.19% among 290,000; in the data active = inhibition mostly above about 51%, no sharp cut-off; note: some results filed as inactive read as strong as hits
UTI89 phage lysis = inhibition of K1F phage lysis, E. coli UTI89, bacterial capsule biogenesis inhibitors, alamar blue (AID 488966); E. coli UTI89 K1F phage lysis, alamar blue, 2 h; higher % means a stronger effect; one-dose inhibition, % at 100 µM; IC50 in µM for titrated hits; hit rate 0.02% among 340,000;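 active = phage lysis inhibition, versus mean bacterial control, above a set limit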;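 note: capsule biogenesis inhibitors block K1F phage lysis so surviving cells raise fluorescence; higher fluorescence means more inhibition of phage lysis; actives were called in the ten point dose series up to 300 µM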
Large T inhibition = TAg ATPase/helicase activity blockers – biochemical (AID 1903) | SV40 large T antigen ATPase/helicase inhibition assay; higher % means a stronger effect | hit rate 0.39% among 310,000 | one-dose inhibition, % at 20 µM; IC50 in µM for titrated hits; in the data active = a potency from the dose series; note: strong numbers were not always called active
Dengue-2 NS5 capping = Dengue-2 NS5 methyltransferase inhibitors, primary screen, biochemical, confirmation dose response (AID 588689) | Dengue-2 NS5 methyltransferase capping enzyme assay, biochemical; higher % means a stronger effect | inhibition, % at 25 µM, or IC50 in µM where a hit was titrated | hit rate 0.3% among 340,000; in the data active = a potency from the dose series
NTR1 agonist cell count 20 µM = also measured in NTR1 agonist; calls as there; cell count; measured here: cell count, cytotoxicity flag
Dengue-2 NS5 capping pilot replicate = further read-out of Dengue-2 NS5 capping, marked with its call; inhibition, %; measured here: pilot screen replicate inhibition
* = called active by the depositor; [ ] = another dose, or the depositor's remark.

How did CCCc1nc2ccccc2n1CCc1ccccc1 do in these assays?
MgcRacGAP inhibition: 10.3%; RSV CPE inhibition: 1.3%; SIAH1 antagonists: -3.4%; NTR1 agonist: 2.4; West Nile virus CPE: -1.2%; AID2073: -3.3%; UTI89 phage lysis: 0.2%; Large T inhibition: 4.5%; Dengue-2 NS5 capping: -5.4%; NTR1 agonist cell count 20 µM: 80

Results for COc1ccc(C(=O)Nc2nc3c(s2)CCCC3)cc1S(=O)(=O)N1CCCc2ccccc21 ?
MgcRacGAP inhibition: 8.1%; RSV CPE inhibition: 5.95µM*; SIAH1 antagonists: 2.2%; NTR1 agonist: 0.6; West Nile virus CPE: -0.7%; AID2073: 32.0%; UTI89 phage lysis: 0.3%; Large T inhibition: 2.7%; Dengue-2 NS5 capping: -4.5%; NTR1 agonist cell count 20 µM: 51

Results for COc1ccc(NS(=O)(=O)c2cccc(C(=O)NCC(c3cccs3)N3CCOCC3)c2)cc1 (stereo not drawn) ?
MgcRacGAP inhibition: -1.4%; NTR1 agonist: -1.1; UTI89 phage lysis: -1.2%; Dengue-2 NS5 capping: -0.8%; NTR1 agonist cell count 20 µM: 59

Results for Cc1ccc(NC(=O)c2cccc3c2C(=O)N(C2CCCCC2)C3)c(Cl)c1 ?
MgcRacGAP inhibition: 6.7%; RSV CPE inhibition: 2.2%; SIAH1 antagonists: 7.7%; NTR1 agonist: 6.2; West Nile virus CPE: -0.8%; AID2073: 10.9%; UTI89 phage lysis: 1.9%; Large T inhibition: 11.3%; Dengue-2 NS5 capping: -9.1%; NTR1 agonist cell count 20 µM: 60

How did CCOc1ccc(CSC2=NCCN2)cc1Cl do in these assays?
MgcRacGAP inhibition: 3.6%; RSV CPE inhibition: 2.7%; SIAH1 antagonists: 7.2%; NTR1 agonist: 1.4; West Nile virus CPE: -1.0%; AID2073: 2.6%; UTI89 phage lysis: 6.3%; Large T inhibition: 3.6%; Dengue-2 NS5 capping: -5.2%; NTR1 agonist cell count 20 µM: 78

How did COC(=O)c1sccc1-c1ccc(C(N)=O)o1 do in these assays?
RSV CPE inhibition: 24.4%; SIAH1 antagonists: -3.8%; NTR1 agonist: 0.2; West Nile virus CPE: 0.2%; AID2073: 9.2%; Large T inhibition: 9.0%; NTR1 agonist cell count 20 µM: 40

What do the screens show for `COc1ccc(C(=O)NC(=S)Nc2ccc(S(=O)(=O)Nc3cc(OC)ncn3)cc2)cc1`?
MgcRacGAP inhibition: 3.9%; RSV CPE inhibition: 7.5%; SIAH1 antagonists: -0.4%; NTR1 agonist: 0.0; West Nile virus CPE: 0.4%; AID2073: -2.6%; UTI89 phage lysis: 0.3%; Large T inhibition: 10.4%; Dengue-2 NS5 capping: -1.6%; NTR1 agonist cell count 20 µM: 55

How did Cc1cc(N2C(=O)C=CC2=O)c([N+](=O)[O-])cc1C do in these assays?
MgcRacGAP inhibition: 12.4%; RSV CPE inhibition: 1.4%; SIAH1 antagonists: 9.6%; NTR1 agonist: -1.8; West Nile virus CPE: 0.0%; AID2073: 37.5%; UTI89 phage lysis: -0.4%; Large T inhibition: 18.5%; Dengue-2 NS5 capping: -13.6%; NTR1 agonist cell count 20 µM: 81

Results for CCOC(=O)C1(Cc2ccccc2)CCN(Cc2cc(=O)c3ccccc3[nH]2)CC1 ?
MgcRacGAP inhibition: 5.6%; RSV CPE inhibition: 3.3%; SIAH1 antagonists: 3.4%; NTR1 agonist: 4.8; West Nile virus CPE: -1.5%; AID2073: 6.4%; UTI89 phage lysis: -0.4%; Large T inhibition: 1.2%; Dengue-2 NS5 capping: -9.5%; NTR1 agonist cell count 20 µM: 32

What do the screens show for `O=C1c2ccccc2C(=O)N1CCC(O)C[N+](=O)[O-]` (stereo not drawn)?
MgcRacGAP inhibition: 2.6%; RSV CPE inhibition: 2.0%; SIAH1 antagonists: 0.0%; NTR1 agonist: 0.1; West Nile virus CPE: 0.5%; AID2073: 29.0%; UTI89 phage lysis: 0.1%; Large T inhibition: 5.8%; NTR1 agonist cell count 20 µM: 38

What do the screens show for `CCCc1nnc2c(N(C)S(=O)(=O)c3ccc(C)cc3)nc3ccccc3n12`?
MgcRacGAP inhibition: -0.1%; RSV CPE inhibition: 4.0%; SIAH1 antagonists: 16.6%; NTR1 agonist: 2.6; West Nile virus CPE: -1.0%; AID2073: 10.0%; UTI89 phage lysis: 6.4%; Large T inhibition: 4.2%; Dengue-2 NS5 capping: 0.7%; NTR1 agonist cell count 20 µM: 53

What do the screens show for `O=[N+]([O-])c1ccc2nccn2c1`?
MgcRacGAP inhibition: 6.9%; RSV CPE inhibition: 1.4%; SIAH1 antagonists: 4.0%; NTR1 agonist: -1.7; West Nile virus CPE: 0.3%; AID2073: -0.4%; UTI89 phage lysis: 0.3%; Large T inhibition: -7.1%; Dengue-2 NS5 capping: 0.0%; NTR1 agonist cell count 20 µM: 79; Dengue-2 NS5 capping pilot replicate: 2.9

How did CCCCOC(=O)c1cc(=O)[nH]c2ccccc12 do in these assays?
MgcRacGAP inhibition: 3.5%; SIAH1 antagonists: 4.5%; NTR1 agonist: 1.5; West Nile virus CPE: 2.5%; AID2073: 10.8%; UTI89 phage lysis: 1.3%; Large T inhibition: 9.6%; Dengue-2 NS5 capping: 0.0%; NTR1 agonist cell count 20 µM: 78

What do the screens show for `O=C(Nc1cc(C(F)(F)F)ccc1N1CCCC1)c1ccc2c(c1)OCO2`?
MgcRacGAP inhibition: -6.7%; RSV CPE inhibition: 1.4%; SIAH1 antagonists: -7.3%; NTR1 agonist: 1.2; West Nile virus CPE: 0.6%; AID2073: 45.7%; UTI89 phage lysis: -0.6%; Large T inhibition: 1.5%; Dengue-2 NS5 capping: -9.7%; NTR1 agonist cell count 20 µM: 87

How did CCOC(=O)/C(C(N)=NCC(C)C)=C(/O)c1ccccc1 do in these assays?
MgcRacGAP inhibition: 4.8%; RSV CPE inhibition: 1.4%; SIAH1 antagonists: -2.1%; NTR1 agonist: -0.6; West Nile virus CPE: 0.1%; AID2073: -0.2%; UTI89 phage lysis: 0.4%; Large T inhibition: 5.5%; Dengue-2 NS5 capping: -4.8%; NTR1 agonist cell count 20 µM: 54

How did O=C(O)CCn1cc(-c2ccc(Cl)cc2)nc1-c1ccncc1 do in these assays?
MgcRacGAP inhibition: 6.9%; RSV CPE inhibition: 1.3%; NTR1 agonist: -0.4; UTI89 phage lysis: -0.8%; Large T inhibition: 1.4%; Dengue-2 NS5 capping: -5.8%; NTR1 agonist cell count 20 µM: 98

Results for CC(=O)c1cccc(N2C(=O)C3C(C(=O)Nc4cc(C)on4)C4(C)C=CC3(O4)C2C(=O)NC(C)(C)C)c1 (stereo not drawn) ?
MgcRacGAP inhibition: 3.4%; RSV CPE inhibition: 1.2%; SIAH1 antagonists: 2.2%; NTR1 agonist: -1.3; West Nile virus CPE: 0.3%; AID2073: 3.2%; UTI89 phage lysis: 0.2%; Large T inhibition: -0.4%; Dengue-2 NS5 capping: -3.0%; NTR1 agonist cell count 20 µM: 54

Results for COCCN1C(=O)c2ccc(C(=O)O)cc2C1=O ?
MgcRacGAP inhibition: 8.7%; RSV CPE inhibition: 3.0%; SIAH1 antagonists: 3.5%; NTR1 agonist: 1.8; West Nile virus CPE: -0.2%; AID2073: 4.3%; UTI89 phage lysis: 0.1%; Large T inhibition: 4.2%; Dengue-2 NS5 capping: 0.7%; NTR1 agonist cell count 20 µM: 82

How did CC1Cc2cc(S(=O)(=O)NCc3ccccc3)ccc2N1C(=O)C1CC1 (stereo not drawn) do in these assays?
MgcRacGAP inhibition: -1.6%; RSV CPE inhibition: 6.5%; SIAH1 antagonists: 0.0%; NTR1 agonist: -0.1; West Nile virus CPE: -0.5%; AID2073: 2.2%; UTI89 phage lysis: -0.1%; Large T inhibition: 1.1%; Dengue-2 NS5 capping: -3.1%; NTR1 agonist cell count 20 µM: 53

Results for Cc1c(C(=O)NCc2ccc3c(c2)OCO3)oc2ccc(Br)cc12 ?
MgcRacGAP inhibition: -1.0%; RSV CPE inhibition: 51.6%; SIAH1 antagonists: 3.6%; NTR1 agonist: -0.1; West Nile virus CPE: -0.6%; AID2073: -0.4%; UTI89 phage lysis: -0.1%; Large T inhibition: 2.6%; Dengue-2 NS5 capping: -10.2%; NTR1 agonist cell count 20 µM: 40

How did CSCCC(NC(=O)c1cccc(C)c1)C(=O)OCC(=O)NC(=O)c1cccn1C (stereo not drawn) do in these assays?
MgcRacGAP inhibition: 12.2%; RSV CPE inhibition: 0.8%; SIAH1 antagonists: 3.8%; NTR1 agonist: 0.0; West Nile virus CPE: -0.8%; AID2073: 14.2%; UTI89 phage lysis: 0.7%; Large T inhibition: 8.1%; Dengue-2 NS5 capping: -1.1%; NTR1 agonist cell count 20 µM: 44

How did Cc1ccc(CNC(=O)CCCC(=O)c2ccccc2)cc1 do in these assays?
MgcRacGAP inhibition: 11.7%; RSV CPE inhibition: 3.8%; SIAH1 antagonists: 4.3%; NTR1 agonist: -0.5; West Nile virus CPE: -0.5%; AID2073: -1.0%; UTI89 phage lysis: 0.3%; Large T inhibition: 11.8%; Dengue-2 NS5 capping: -6.6%; NTR1 agonist cell count 20 µM: 60

How did COc1ccc(/C=N/NC(=O)CCc2n[nH]c(=O)[nH]c2=O)cc1O do in these assays?
MgcRacGAP inhibition: 26.7%; RSV CPE inhibition: 1.1%; SIAH1 antagonists: 0.1%; NTR1 agonist: -0.5; West Nile virus CPE: 0.5%; AID2073: -0.5%; UTI89 phage lysis: 6.1%; Large T inhibition: 28.9µM*; Dengue-2 NS5 capping: -4.4%; NTR1 agonist cell count 20 µM: 36

What do the screens show for `O=C(CSc1nnc(Nc2ccccc2)s1)NC1CC1`?
MgcRacGAP inhibition: 5.9%; RSV CPE inhibition: 0.0%; NTR1 agonist: 1.2; UTI89 phage lysis: 0.6%[50 µM]; Dengue-2 NS5 capping: 0.0%; NTR1 agonist cell count 20 µM: 59

How did CC(C)OCCCn1c(SCC(=O)N2CCCC2=O)nc2ccccc2c1=O do in these assays?
MgcRacGAP inhibition: 10.9%; RSV CPE inhibition: -0.6%; NTR1 agonist: 0.0; UTI89 phage lysis: 1.5%[50 µM]; Large T inhibition: 10.0%; Dengue-2 NS5 capping: 1.4%; NTR1 agonist cell count 20 µM: 67

What do the screens show for `NC(=O)SCC(=O)Nc1cccc(Cl)c1`?
MgcRacGAP inhibition: 16.3%; RSV CPE inhibition: -0.8%; SIAH1 antagonists: 0.7%; NTR1 agonist: 1.4; West Nile virus CPE: -0.2%; AID2073: -13.2%; UTI89 phage lysis: -1.2%; Large T inhibition: 11.2%; Dengue-2 NS5 capping: -2.1%; NTR1 agonist cell count 20 µM: 36
